All columns: NCI-60 one-dose screen, growth in % after 48 h at 10 µM unless noted; 100 = growth as untreated, 0 = no growth, -100 = all killed.
OVCAR-3: OVCAR-3 ovarian cancer; 7% of 79,000 active; AID 1794787
OVCAR-5: OVCAR-5 ovarian cancer. 2.9% of 82,000 active
OVCAR-4: OVCAR-4 ovarian cancer cells; 3.7% of 80,000 active; AID 1794784
KM12: KM12 colon cancer cells | 5% of 82,000 active
PC-3: PC-3 prostate cancer cells. AID 1794754. 3.9% of 80,000 active
OVCAR-8: OVCAR-8 ovarian cancer; 4.4% of 81,000 active
HCC-2998: HCC-2998 colon cancer; 4.7% of 79,000 active
DU-145: DU-145 prostate cancer. 4.2% of 81,000 active. AID 1794760
SW-620: SW-620 colon cancer; 5.2% of 82,000 active
* marks the source's active call; other numbers are inactive results; · = no result given. Rule for the calls: active = growth percent below 10; inactive = the rest.

Sample of the layout:
item | structure | OVCAR-3 | OVCAR-5 | OVCAR-4 | KM12 | PC-3
1 | O=C(CSc1nnc(-c2ccc(-c3nc4ccc(Cl)cc4[nH]3)cc2)o1)Nc1ccccc1 | 43.4 | 49.9 | 37.9 | 34.1 | -13.6*
2 | CCOC(=O)C(C)SC1=C(C)C(=O)c2ccccc2C1=O (stereo not drawn) | 97.1 | 110.5 | 94.3 | 101.8 | 85.4
3 | NC(=S)NNC(=O)c1cccnc1 | 104.9 | 96.6 | 94.5 | 103.6 | 102.9

item | OVCAR-8 | HCC-2998 | DU-145 | SW-620
1 | -44.3* | 98.9 | 6.7* | 0.2*
2 | 100.9 | 108.1 | 112.4 | 104.0
3 | 107.5 | 98.2 | 107.7 | 94.6

The whole of this part, from the first entry:
item | structure | OVCAR-3 | OVCAR-5 | OVCAR-4 | KM12 | PC-3
1 | O=C(CSc1nnc(-c2ccc(-c3nc4ccc(Cl)cc4[nH]3)cc2)o1)Nc1ccccc1 | 43.4 | 49.9 | 37.9 | 34.1 | -13.6*
2 | CCOC(=O)C(C)SC1=C(C)C(=O)c2ccccc2C1=O (stereo not drawn) | 97.1 | 110.5 | 94.3 | 101.8 | 85.4
3 | NC(=S)NNC(=O)c1cccnc1 | 104.9 | 96.6 | 94.5 | 103.6 | 102.9
4 | CC(=O)OC1(C)C(=O)OC(=O)C1(C)OC(C)=O (stereo not drawn) | 114.3 | 94.5 | 114.4 | 107.7 | 95.3
5 | CC(=O)Nc1ccc(-c2cc3c(NCc4ccc(C)cc4)ncnc3s2)cc1 | 84.2 | 92.4 | 33.8 | 94.2 | 90.0
6 | CC1=C2CC/C(C)=C/CC[C@]3(C)O[C@H]3CC/C(C)=C/[C@H]2OC1 | 110.3 | 81.3 | 95.2 | 119.7 | 87.5
7 | C=C(CNCCc1ccc(O)cc1)[C@@H]1CC[C@]2(COC3CCCCO3)CC[C@]3(C)[C@H](CC[C@@H]4[C@@]5(C)CCC(NCCO)C(C)(C)[C@@H]5CC[C@]43C)[C@@H]12 (stereo partly drawn) | -94.4* | -93.1* | -91.5* | -84.9* | -92.6*
8 | COc1ccc(/C(C)=N/N=C2C(=O)N(C)c3ccc(Cl)cc32)cc1S(N)(=O)=O | 86.9 | 92.2 | 88.4 | 99.8 | 88.6
9 | COc1ccccc1C(=O)Nc1cccc(NC(=O)c2ccoc2C)c1 | 15.0 | 85.3 | 77.7 | 21.1 | 30.5
10 | CC1=CCC[C@@H]2C1(C)CC[C@H](C)[C@@]2(C)CC1=CC(=O)C(SC(C)(C)C)=CC1=O (stereo partly drawn) | 84.9 | 68.0 | 88.5 | 93.1 | 56.1
11 | C/C(=N\Nc1ccccc1)c1sc(Nc2ccccn2)nc1C | 112.3 | 102.6 | 120.4 | 109.6 | 109.0
12 | CC(N)S(=O)(=O)O (stereo not drawn) | 110.9 | 94.0 | 99.9 | 100.5 | 116.0

item | OVCAR-8 | HCC-2998 | DU-145 | SW-620
1 | -44.3* | 98.9 | 6.7* | 0.2*
2 | 100.9 | 108.1 | 112.4 | 104.0
3 | 107.5 | 98.2 | 107.7 | 94.6
4 | 100.3 | 94.2 | 118.6 | 101.7
5 | 49.3 | 87.6 | 101.6 | 100.2
6 | 95.8 | 99.6 | 109.7 | 106.8
7 | -85.1* | -89.5* | -91.9* | -76.2*
8 | 91.9 | 103.8 | 91.3 | 95.2
9 | 40.4 | 67.2 | 53.3 | 28.2
10 | 91.8 | 96.8 | 77.6 | 78.9
11 | 106.6 | 114.3 | 125.4 | 105.0
12 | 99.6 | 101.9 | 103.9 | ·

Further compounds.
item | structure | OVCAR-3 | OVCAR-5 | OVCAR-4 | KM12 | PC-3
13 | CNC(=O)c1cc(Oc2ccc3nc(NC(=O)CN4CCN(c5ccc(F)cc5)CC4)sc3c2)ccn1 | 87.6 | 97.1 | 52.9 | 81.5 | 62.5
14 | O=C1/C(=C/c2ccccc2)CN(C(=O)CCN2CCC(=NO)CC2)C/C1=C\c1ccccc1 | -27.0* | 5.3* | 15.3 | -63.1* | -7.5*
15 | O=C(O)C(Cc1ccc(O)cc1)n1c(O)c(C=C2N=c3ccccc3=N2)sc1=S (stereo not drawn) | 111.2 | 103.9 | 99.9 | 104.2 | 101.0
16 | Cc1ccc(C(CC(=O)c2ccccc2)c2ccccc2)cc1 (stereo not drawn) | 92.5 | 93.2 | 95.6 | 91.5 | 88.8
17 | CC(=O)c1c([Si](C)(C)C)c(C(=O)c2ccc(Br)cc2)n2ccc(C#N)cc12 | · | 87.9 | 74.4 | 87.5 | 77.0
18 | O=C(/C(=N/Nc1ccc([N+](=O)[O-])cc1)c1ccccc1)c1ccccc1 | 78.2 | 110.2 | 75.9 | 82.0 | 48.7
19 | Cc1nc2ccccc2c(/C=C/c2ccc(Cl)cc2)c1C(=O)/C=C/c1cccs1 | 82.2 | 92.6 | 60.7 | 81.5 | 54.0
20 | Cc1ccc(COc2ccc(NC(=O)Nc3ccccc3)cc2)cc1 | 113.1 | 106.0 | 91.5 | 98.4 | 90.1
21 | Cc1ccc(NCN2C(=O)c3ccccc3C2=O)cc1Cl | 114.6 | 106.9 | 100.3 | 110.5 | 94.8
22 | O=C1/C(=C/c2ccc(OCCCc3ccccc3)cc2)Oc2cc(O)ccc21 | 93.9 | 104.2 | 81.9 | 98.5 | 83.5
23 | O=C(c1ccc(-c2ccccc2)cc1)c1cccc(Br)c1 | 98.2 | 90.3 | 84.0 | 61.8 | 85.6
24 | CCOC(=O)c1sc2ncc(-c3ccc(C)cc3)n2c1C | 97.2 | 95.9 | 95.4 | 86.6 | 81.0

item | OVCAR-8 | HCC-2998 | DU-145 | SW-620
13 | 66.8 | 98.9 | 86.5 | 101.0
14 | 13.6 | -65.5* | 16.1 | -52.0*
15 | 101.0 | 108.1 | 116.0 | 94.4
16 | 98.4 | 104.6 | 96.6 | 100.8
17 | 94.0 | 107.1 | 88.7 | 96.0
18 | 88.3 | 91.0 | 85.2 | 91.8
19 | 74.9 | 73.5 | 79.0 | 72.4
20 | 92.6 | 116.0 | 103.5 | 94.1
21 | 103.9 | 106.1 | 127.5 | 108.8
22 | 82.5 | 118.5 | 96.8 | 80.2
23 | 94.7 | 82.3 | 96.2 | 65.5
24 | 94.7 | 93.3 | 97.5 | 93.4

The list continues:
item | structure | OVCAR-3 | OVCAR-5 | OVCAR-4 | KM12 | PC-3
25 | COc1ccc(C(O)c2cc3c(N)c(C(=O)Nc4cccc(OC)c4)sc3nc2C)cc1 (stereo not drawn) | 0.6* | 23.0 | 36.5 | 2.9* | 16.2
26 | Cn1ccnc1C(=O)/C=C/c1ccc(C(=O)Nc2ccc(F)cc2O)cc1 | 92.2 | 95.5 | 87.1 | 81.0 | 95.5
27 | CCOC(=O)Cc1nc(N)n(C(=S)Nc2ccc(Cl)cc2)n1 | 108.7 | 97.2 | 107.9 | 102.7 | 98.3
28 | O=C1c2c(c3c4cc(Br)ccc4[nH]c3c3ccc4ccccc4c23)C(=O)N1CCO | · | 108.2 | 104.0 | · | 83.3
29 | O=Cc1cccc(O)c1 | 107.1 | 98.7 | 103.0 | 101.9 | 97.3
30 | Cc1ccc(-c2nc3ccccc3n2CC(=O)N/N=C/c2ccc(OCc3ccccc3)cc2)o1 | 88.0 | 92.5 | 89.1 | 100.6 | 71.4
31 | O=C1/C(=C/c2cccs2)SC(=S)N1CCCN1CCOCC1 | 113.3 | 105.2 | 89.1 | 96.8 | 75.5
32 | COc1cc(OC)cc(-c2nn(CC(=O)N3CCc4ccccc4C3)c3ncnc(N)c23)c1 | 100.2 | 95.5 | 95.3 | 107.2 | 92.5
33 | CC(=O)c1ccc2c(c1)Cc1cc(C(C)=O)ccc1-2 | 123.9 | 115.7 | 99.0 | 112.8 | 102.4
34 | Oc1c(Cl)cc(Cl)cc1CNC1CCCCC1 | 103.9 | 116.2 | 107.5 | 99.5 | 96.3
35 | O=c1c2c(c3ccccc3n1-c1ccccc1)NC(=S)NC2c1ccccc1 (stereo not drawn) | 105.0 | 102.3 | 79.5 | 103.9 | -47.1*
36 | Fc1ccc(NC(c2ccc(F)cc2)C2CCN(CCCCc3ccccc3)CC2)cc1 (stereo not drawn) | 34.0 | 59.1 | 50.6 | 29.9 | 35.0

item | OVCAR-8 | HCC-2998 | DU-145 | SW-620
25 | 5.8* | 5.1* | 6.7* | 19.9
26 | 89.3 | 109.3 | 106.7 | 49.6
27 | 94.1 | 118.5 | 125.7 | 101.3
28 | 85.2 | 103.0 | 103.5 | 75.9
29 | 118.3 | 116.8 | 119.8 | 113.1
30 | 80.4 | 109.6 | 115.3 | 93.2
31 | 96.0 | 112.0 | 92.0 | 101.1
32 | 87.7 | 121.9 | 105.6 | 96.0
33 | 99.6 | 106.8 | 120.9 | 100.3
34 | 94.6 | 81.2 | 108.5 | 105.3
35 | 105.8 | 98.8 | 115.4 | 107.0
36 | -21.9* | 16.3 | 19.3 | 12.7

(further entries)
item | structure | OVCAR-3 | OVCAR-5 | OVCAR-4 | KM12 | PC-3
37 | O=C1c2c(c(=O)[nH]c3ccccc23)CCN1Cc1ccccc1 | 121.2 | 92.9 | 155.5 | 114.4 | 84.9
38 | CC(=O)[C@H]1CC[C@H]2[C@@H]3CC[C@@H]4C[C@H](OC(=O)CCC(=O)O)CC[C@]4(C)[C@H]3CC(=O)[C@]12C | 93.3 | 104.7 | 105.8 | 99.2 | 89.7
39 | N#Cc1ccc(NC(=O)c2sc3nc4c(cc3c2N)C(=O)CCC4)cc1 | 113.9 | 89.2 | 105.8 | 101.1 | 106.6
40 | O=C(c1ccc(Cl)cc1)C1Sc2nnc(o2)-c2c1c1ccccc1oc2=O (stereo not drawn) | 101.7 | 95.6 | 93.2 | 100.5 | 93.1
41 | Cn1cc(-c2cc(N)n3nc(-c4c[nH]c5ccccc45)cc3n2)c2cc(Br)ccc21 | -48.0* | -57.1* | -40.6* | -79.3* | -42.7*
42 | Cc1cccc2c(=O)c3c(sc12)c(NCCCN)nc1ccccc13 | 39.4 | 51.7 | 47.4 | -64.4* | 34.8
43 | Cc1nc(N)ncc1-c1ccc2ncnc(N3CCc4cc(F)c(Cl)cc43)c2c1 | 52.0 | 49.7 | 59.6 | 88.2 | 54.4
44 | O=C(C[n+]1ccccc1)c1ccc(Cl)cc1 | · | 109.4 | 112.3 | · | 102.9
45 | CCCCCCNC(=O)Oc1ccc(/C(=C(\C)c2ccc(OC)cc2)c2ccc(OCCN3CCCCC3)cc2)cc1 | 80.9 | 82.6 | 63.1 | 43.5 | 54.1
46 | Clc1ccc2c(Nc3ccc4oc(NCCN5CCOCC5)nc4c3)ccnc2c1 | 113.3 | 102.3 | 97.0 | 108.7 | 97.8
47 | CCC(C)C(=O)Nc1nc(-c2ccc(S(=O)(=O)N(CC)CC)cc2)cs1 (stereo not drawn) | 98.3 | 96.2 | 70.3 | 78.1 | 55.3
48 | COc1ccc(-c2cnnn2-c2nonc2-n2cccc2)cc1 | -38.9* | 37.2 | 42.9 | 3.8* | 28.8

item | OVCAR-8 | HCC-2998 | DU-145 | SW-620
37 | 96.4 | 111.0 | 121.5 | 105.1
38 | 97.8 | 100.2 | 93.7 | 101.8
39 | 104.6 | 99.2 | 94.9 | 98.1
40 | 106.8 | 87.2 | 104.5 | 103.0
41 | -63.7* | -77.0* | -70.0* | -84.3*
42 | 27.3 | -30.9* | -19.8* | -72.0*
43 | 65.4 | 80.7 | 47.3 | 85.2
44 | 100.6 | 98.0 | · | 109.3
45 | · | 80.6 | 79.7 | 55.3
46 | 110.5 | 105.0 | 108.6 | 110.0
47 | 82.7 | 104.1 | 86.6 | 104.0
48 | 31.3 | 6.7* | 9.2* | 19.1

(more compounds)
item | structure | OVCAR-3 | OVCAR-5 | OVCAR-4 | KM12 | PC-3
49 | Cc1ccc2cccc(CC(=O)NN)c2c1 | 109.6 | 108.5 | 101.2 | 104.9 | 99.3
50 | CC(C)C(=O)NC1CCCCC1 | 114.2 | 105.0 | 113.6 | 109.2 | 98.7
51 | O=C(CCCCCCCCC(=O)OCCOc1ccccc1)OCCOc1ccccc1 | 119.0 | 135.3 | 104.0 | 101.9 | 107.2
52 | CCCCCC(=O)OC1CCCC1 | 117.6 | 102.3 | 117.0 | 113.6 | 98.7
53 | CCC(=O)c1cc(C(=O)OC)c2c3ccccc3c3ccccc3n12 | 124.5 | 95.7 | 87.0 | 87.6 | 52.0
54 | O=C(COc1cccc(/C=C2\COc3ccccc3C2=O)c1)Nc1nccs1 | 73.8 | 81.8 | 97.2 | -44.6* | ·
55 | NC(=O)c1ccc(Br)o1 | 107.4 | 105.2 | 107.3 | 102.4 | 101.7
56 | NC(=O)NN=C1CCCC1 | 121.8 | 109.1 | 109.4 | 111.4 | 101.4
57 | CCOC(=O)c1ccc(NC(=O)CCCN(CC)CC)cc1 | 104.7 | 106.1 | 111.4 | 104.1 | 78.3
58 | Cc1ccccc1CN1C2=NCCN2C(=O)C2=C1CCN(S(=O)(=O)c1ccc(Cl)c(S(N)(=O)=O)c1)C2 | 113.2 | 103.7 | 97.9 | 118.6 | 89.0
59 | Nc1ccc(Sc2ccc([N+](=O)[O-])cc2)cc1 | 84.1 | 108.7 | 88.6 | 90.1 | 76.6

item | OVCAR-8 | HCC-2998 | DU-145 | SW-620
49 | 101.0 | 107.3 | 104.6 | 102.5
50 | 102.7 | 105.7 | 110.5 | 105.4
51 | 102.6 | 112.0 | 114.2 | 103.8
52 | 110.5 | 91.0 | 114.2 | 109.5
53 | 97.9 | 122.3 | 110.5 | 105.3
54 | 20.3 | -85.6* | 96.6 | -40.7*
55 | 107.6 | 91.1 | 108.7 | 112.8
56 | 93.4 | 108.3 | 133.4 | 113.1
57 | 101.5 | 102.1 | 104.8 | 110.4
58 | 105.9 | 125.4 | 122.8 | 111.0
59 | 96.5 | · | 112.5 | 104.8

Screens from PubChem BioAssay.
